LmPK inh: qHTS Assay for Inhibitors of Leishmania Mexicana Pyruvate Kinase (LmPK) | hit rate 0.37% among 290,000 | Q27686 | purified LmPK, Kinase-Glo ATP luminescence, 1 h | Potency, µM (highest dose often 57.5 µM), for inactives: top-dose activity change, negative = inhibition, most hits filed as inhibitors; note: potency is the fitted concentration of half-maximal effect; % is set by controls: 0 for no effect and ±100 for the full control effect
Target sequence (Q27686 whole entry, looked up): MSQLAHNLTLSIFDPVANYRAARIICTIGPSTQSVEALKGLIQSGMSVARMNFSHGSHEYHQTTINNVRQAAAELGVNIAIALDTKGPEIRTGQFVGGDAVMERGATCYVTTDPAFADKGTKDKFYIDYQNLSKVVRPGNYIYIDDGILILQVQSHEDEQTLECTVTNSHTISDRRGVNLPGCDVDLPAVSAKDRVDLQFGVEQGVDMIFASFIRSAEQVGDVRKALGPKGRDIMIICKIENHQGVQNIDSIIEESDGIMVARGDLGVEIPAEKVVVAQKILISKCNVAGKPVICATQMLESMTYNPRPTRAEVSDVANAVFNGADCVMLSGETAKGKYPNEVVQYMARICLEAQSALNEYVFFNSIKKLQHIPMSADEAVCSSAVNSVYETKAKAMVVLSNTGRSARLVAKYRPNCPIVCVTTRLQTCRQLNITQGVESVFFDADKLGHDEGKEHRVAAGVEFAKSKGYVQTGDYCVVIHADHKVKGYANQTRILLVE
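Purified LmPK (0.1 nM) converted ADP (0.1 mM) to ATP with PEP (0.5 mM) in imidazole buffer pH 7.2 with KCl and MgCl2, 1 h at room temperature. ATP was read by Kinase-Glo luminescence; data normalized to uninhibited and no-enzyme controls.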
TbPYK inhibitor: qHTS of Trypanosoma Brucei Inhibitors. hit rate 0.12% among 410,000. AID 624173, 2012. TbPYK enzyme, Kinase-Glo Plus ATP luminescence, 45 min. Potency, µM (series often up to 76.8 µM), for inactives: at the highest dose activity, negative = inhibition, hits mostly inhibitors; note: potency is the fitted concentration of half-maximal effect; % is set by controls: 0 for no effect and ±100 for the full control effect; nearly all actives have a fitted effect of over 50% in size
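In this concentration-response screen, enzyme-free wells defined baseline while DMSO plates tracked drift. Each reaction combined TbPYK, substrate, compound and 130 uM ADP for 45 min at room temperature. Kinase-Glo Plus luminescence gave the signal.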
HCV inh: qHTS Assay for Inhibitors of Hepatitis C Virus (HCV) | hit rate 3.4% among 340,000 | Potency, µM (doses to about 41.8 µM), for inactives: top-dose activity change, negative = inhibition, most hits filed as inhibitors | Huh7.5.1 HCVcc-Cre infection, luciferase reporter, 44 h; note: potency is the fitted concentration of half-maximal effect; % is set by controls: 0 for no effect and ±100 for the full control effect
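Luciferase read-out (15 sec integration) after a 15 min room-temperature substrate step quantifies HCVcc-Cre infection. Cells, 1,000 per well, had compound added 4 h post-plating, then virus at ~0.5 moi, and were cultured 44 h.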
CHX counter: Cycloheximide Counterscreen for Small Molecule Inhibitors of Shiga Toxin; hit rate 12% among 300,000; cell reporter, cycloheximide protein synthesis inhibition counterscreen; max response, %; in the data active = max response mostly above about 13%, no sharp cut-off; inactive = mostly below about 14%; note: read at 38.3 µM for the half of the compounds with a filed dose; 0% is about no effect
Pf growth 48h: Primary qHTS for delayed death inhibitors of the malarial parasite plastid, 48 hour incubation | P. falciparum luciferase growth in erythrocytes, 48 h | Potency, µM (top dose mostly 28.7 µM), without a hit: top-dose activity change, negative = inhibition, hits mostly inhibitors | hit rate 5.9% among 310,000 | AID 504832, 2011; note: potency is the fitted concentration of half-maximal effect; % is set by controls: 0 for no effect and ±100 for the full control effect
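Read-out is firefly luciferase luminescence from an integrated reporter in P. falciparum, so falling signal marks reduced parasite growth. Infected erythrocytes were at 2% hematocrit and 0.1% parasitemia (final) in Albumax-supplemented RPMI 1640.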
Shiga inhibitor: A qHTS for Small Molecule Inhibitors of Shiga Toxin; Vero cells, Shiga toxin protein synthesis inhibition reporter; inhibition, % at 38.7 µM; hit rate 9.2% among 290,000; in the data active = inhibition mostly above about 28%, no sharp cut-off; inactive = mostly below about 43%; note: 0% is about no effect
Pf growth 96h: Primary qHTS for delayed death inhibitors of the malarial parasite plastid, 96 hour incubation. P. falciparum luciferase reporter growth, 96 h. Potency, µM (series often up to 28.7 µM), for inactives: top-dose activity change, negative = inhibition, hits mostly inhibitors. hit rate 6.9% among 320,000. AID 504834, 2011; note: potency is the fitted concentration of half-maximal effect; % is set by controls: 0 for no effect and ±100 for the full control effect
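Two parasite generations (96 h, 37 C, 5% CO2) of compound exposure in infected erythrocytes (0.05% parasitemia, 2% hematocrit). Luciferase-reporter P. falciparum; decreased luminescence indicates inhibited growth, aimed at apicoplast-acting delayed death.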
Numbers without * were called inactive; ? = inconclusive; . = no result given; [ ] = another dose, or the depositor's remark. Unless noted, calls come from the whole dose curve; as a rule, active = well fitted curve in the direction sought with a large enough effect; inconclusive = small, poorly fitted or top-dose-only effect, or another doubt; inactive = no such curve, though single readings can be large; an effect the other way counts as inactive or inconclusive.

1: CCCN(CCC)CCCOC(=O)c1ccc(Cl)cc1Cl
2: CCOc1ccc(-c2csc(NNC3=NCCCCC3)n2)cc1
3: Cc1c(C(C)(C)C)sc(=NC(=O)c2ccccc2O)n1C
4: C/C(=C\c1ccccc1)C(=O)NCCc1ccccc1
5: CC(=O)N1CCc2cc(S(=O)(=O)NC(Cc3ccccc3)C(=O)NC3CCCCCC3)ccc21 (configuration not stated)
6: CCOC(=O)c1cc(-c2ccc(F)cc2)n(CC(=O)NC(C)CC)c1C (configuration not stated)
7: CC/C(=N\NC(=O)CCC(=O)NCc1ccccc1)c1ccc(O)cc1
8: COc1ccccc1/C=N/NC(=O)C(=O)NCc1cccnc1
compound no.	1	2	3	4	5	6	7	8
LmPK inh	4.4%	-12.4%	-0.6%	1.6%	2.8%	14.0%	-1.0%	-7.3%
TbPYK inhibitor	4.5%	-19.5%	22.0%	-1.5%	2.2%	7.6%	5.2%	-5.1%
HCV inh	?	-25.0%	3.5%	7.6%	6.0%	-2.3%	?	8.7%
CHX counter	3.8	16.4*	37.6*	30.8*	-3.4	7.2	-1.3	-4.4
Pf growth 48h	?	0.0%	85.8%[activator]	106.2%[activator]	.	-20.0%	11.2%	31.9%[activator]
Shiga inhibitor	17.9	40.1	82.2*	65.7*	-16.9	-2.9	-20.1	14.0
Pf growth 96h	?	-13.5%	?	6.8%	?	?	33.3%[activator]	?

9: COc1cccc(NC(=O)C2CCN(C(=O)NC3CCCCC3)CC2)c1
10: COc1ccccc1-c1nnc(C2CCN(S(=O)(=O)c3cccc([N+](=O)[O-])c3)CC2)o1
11: COc1cccc(C2NC(=O)NC(C)=C2C(=O)Nc2ccc(C)cc2)c1OC (configuration not stated)
12: COc1ccccc1CNc1nc2ccccc2n1CCN1CCCCC1
13: Cc1nnc(SCC(=O)Nc2ccc([N+](=O)[O-])cc2)n1C
14: COc1ccc(-c2nc(-c3ccccc3)nc(N3CCN(C)CC3)c2C#N)cc1
15: COc1ccc(-n2ncc3c(=O)n(CC(=O)Nc4ccc5c(c4)OCCO5)cnc32)cc1
16: O=C(Nc1ccccc1)C(Cl)C(=O)c1ccccc1 (configuration not stated)
compound no.	9	10	11	12	13	14	15	16
LmPK inh	-3.2%	4.0%	0.1%	5.1%	-4.2%	-0.5%	0.6%	10.5%
TbPYK inhibitor	-15.2%	-12.0%	20.5%	-4.9%	-0.3%	4.2%	0.0%	-30.4%
HCV inh	-9.3%	-12.3%	2.1%	?	4.9%	?	-29.0%	4.3%
CHX counter	5.3	-7.5	-5.2	10.3	0.6	-1.5	-3.0	36.1*
Pf growth 48h	-11.8%	?	5.7%	?	43.3%[activator]	?	17.4%	1.3%
Shiga inhibitor	-1.5	-0.6	18.9	66.2*	15.4	-9.3	-2.4	.
Pf growth 96h	?	-1.3%	6.4%	?	?	13.1µM*	4.65µM*	-18.0%

17: CCCNS(=O)(=O)c1ccc(C(=O)NCC2CCCO2)cc1 (configuration not stated)
18: O=C(COC(=O)c1ccc2ccccc2c1O)NCc1ccccc1
19: Cc1ccc(C2(C)NC(=O)N(CC(=O)N3CCN(S(=O)(=O)c4ccc(Cl)s4)CC3)C2=O)cc1 (configuration not stated)
20: CC(=O)Nc1ccc(NC(=O)c2ccc(S(=O)(=O)N(C)c3ccccc3)cc2)cc1
21: NC(=O)C1(N2CCCCC2)CCN(C(=O)c2ccccc2)CC1
22: CC(=O)c1cccc(NC(=O)Nc2ccc(C(=O)N3CCOCC3)cc2)c1
23: COc1ccc(/C=C2/C(=O)NC(=S)N(C3CC3)C2=O)cc1CN1C(=O)c2ccccc2C1=O
24: O=C(Nc1ccc(N2CCN(C(=O)c3ccccc3)CC2)cc1)c1ccc(Br)o1
compound no.	17	18	19	20	21	22	23	24
LmPK inh	-1.2%	.	.	.	0.3%	2.3%	16.6%	2.3%
TbPYK inhibitor	-0.8%	0.0%	-4.6%	0.9%	-3.3%	1.6%	?	-2.7%
HCV inh	13.5%	-19.7%	-21.5%	?	7.2%	-16.6%	21.3%	?
CHX counter	-4.3	.	.	.	-4.5	-3.6	-5.8	8.7
Pf growth 48h	9.9%	-5.8%	?	13.1µM*	.	-9.7%	4.2%	?
Shiga inhibitor	-7.3	.	.	.	-4.6	15.8	-17.1	-3.3
Pf growth 96h	?	15.5%	?	?	42.8%[activator]	?	?	37.3%[activator]

25: COCCNC(=O)Cn1cc(C(=O)c2ccccc2F)c2ccccc21
26: COc1ccc(OC)c(C2=NS(=O)(=O)N(C)C(C(=O)NCc3ccco3)=C2)c1
27: Cn1c(=O)n(Cc2ccccc2)c(=O)c2c1nc1n2CCN1Cc1ccco1
28: COCCn1c(=S)[nH]c2ccccc21
29: COc1ccc(/C=N/NC2=NCCCCC2)cc1
compound no.	25	26	27	28	29
LmPK inh	-0.8%	5.8%	1.5%	-2.1%	0.5%
TbPYK inhibitor	0.0%	-4.0%	-4.1%	-19.8%	-6.7%
HCV inh	-1.9%	-29.9%	?	9.8%	3.8%
CHX counter	-1.8	-0.3	-4.0	-3.4	10.3
Pf growth 48h	5.0%	7.5%	-21.3%	17.3%	.
Shiga inhibitor	1.6	10.0	-2.6	8.3	13.2
Pf growth 96h	5.3%	?	?	39.9%[activator]	40.5%[activator]

Laid out differently: entries from further up.
item	mol	LmPK inh	TbPYK inhibitor	HCV inh	CHX counter	Pf growth 48h	Shiga inhibitor	Pf growth 96h
22	CC(=O)c1cccc(NC(=O)Nc2ccc(C(=O)N3CCOCC3)cc2)c1	2.3%	1.6%	-16.6%	-3.6	-9.7%	15.8	?
23	COc1ccc(/C=C2/C(=O)NC(=S)N(C3CC3)C2=O)cc1CN1C(=O)c2ccccc2C1=O	16.6%	?	21.3%	-5.8	4.2%	-17.1	?
24	O=C(Nc1ccc(N2CCN(C(=O)c3ccccc3)CC2)cc1)c1ccc(Br)o1	2.3%	-2.7%	?	8.7	?	-3.3	37.3%[activator]
25	COCCNC(=O)Cn1cc(C(=O)c2ccccc2F)c2ccccc21	-0.8%	0.0%	-1.9%	-1.8	5.0%	1.6	5.3%
26	COc1ccc(OC)c(C2=NS(=O)(=O)N(C)C(C(=O)NCc3ccco3)=C2)c1	5.8%	-4.0%	-29.9%	-0.3	7.5%	10.0	?
27	Cn1c(=O)n(Cc2ccccc2)c(=O)c2c1nc1n2CCN1Cc1ccco1	1.5%	-4.1%	?	-4.0	-21.3%	-2.6	?
28	COCCn1c(=S)[nH]c2ccccc21	-2.1%	-19.8%	9.8%	-3.4	17.3%	8.3	39.9%[activator]
29	COc1ccc(/C=N/NC2=NCCCCC2)cc1	0.5%	-6.7%	3.8%	10.3	.	13.2	40.5%[activator]

From PubChem
